SIAH1 antagonists: Siah-1 peptide-binding antagonists, primary screen, biochemical, fluorescence polarization, rhodamine-plectin, uHTS (AID 1817); displacement, % at 20 µM; hits with a dose series show IC50 in µM; 290,000 tested, 0.02% active; Siah-1 / rhodamine-plectin peptide fluorescence polarization; higher % means a stronger effect;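 active = displacement of at least 50% at 20 µM, with a fluorescence ratio check between 0.3 and a set limit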;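 also: plate controls were Siah plus tracer with DMSO for no effect and tracer alone without Siah for full effect; strong numbers were not always called active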
LYP phosphatase: PTPN22 lymphoid phosphatase activity blockers – biochemical, fluorescence intensity, uHTS (AID 1779); recombinant LYP phosphatase, fluorescence intensity; higher % means a stronger effect; one-dose inhibition, % at 11.5 µM; IC50 in µM for titrated hits; 290,000 tested, 0.054% active; in the data active = inhibition above about 50%;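 also: plate controls were vehicle with enzyme for no effect and no enzyme for full effect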
AID2073: inhibitors of Mint1-CaV2.2 protein interaction, biochemical, HTRF (AID 2073). HTRF protein-protein interaction, Mint1-CaV2.2; higher % means a stronger effect. one-dose inhibition, % at 20 µM; IC50 in µM for titrated hits. 290,000 tested, 0.19% active; in the data active = inhibition mostly above about 51%, no sharp cut-off; also: some results filed as inactive read as strong as hits
* marks the source's active call; other numbers are inactive results. A portion of the library. The share of hits here may be higher or lower than overall.

Molecule,SIAH1 antagonists,LYP phosphatase,AID2073
Cc1ccc(OCCNCC(O)COc2ccccc2)cc1 (configuration not stated),0%,-15%,4%
COC(OC)C1(C)C(C#N)=C(N)Oc2c1c(=O)oc1ccccc21 (configuration not stated),-3%,-6%,10%
O=C(Nc1cccc(-c2nn[nH]n2)c1)c1csc2c1CCCC2,5%,-12%,-1%
CC(C)(C)c1nc2ccc(NS(=O)(=O)c3ccc(F)c(F)c3F)cc2[nH]1,2%,-4%,2%
COC(=O)c1nc(NC(=O)c2cc(OC)c(OC)c(OC)c2)n[nH]1,-5%,-6%,-2%
O=C(NCCC(=O)N1CCc2ccccc21)c1ccco1,5%,-5%,6%
Cc1cccc(C)c1N(CC(=O)NCc1ccccc1)C(=O)c1csnn1,-2%,-6%,12%
CCSc1nsc(NC(=O)Nc2cccc(C(C)=O)c2)n1,-4%,-15%,2%
COc1cc(CNCc2ccccc2)ccc1OCC(O)c1ccccc1 (configuration not stated),-2%,-5%,9%
CCN(CC)S(=O)(=O)c1ccc(C(=O)OCC(=O)N2CCOCC2)cc1,0%,-10%,10%
CCOCCCNC(=O)Cn1cnc2c(cnn2-c2ccc(OC)cc2)c1=O,-2%,-11%,1%
CCCCCCCN1CCC(=O)N([C@H](CO)CC(C)C)CC1,12%,-7%,9%
Cc1cc(C)c(NC(=O)CS(=O)CC(=O)NCCN2CCCCCC2)c(C)c1 (configuration not stated),-1%,-7%,8%
CCCS(=O)(=O)c1nc(S(=O)(=O)c2ccc(C)cc2)c(N2CCN(CCO)CC2)s1,-7%,-6%,6%
O=C(O)CCC(=O)Nc1ccc(-c2nc3ccc(C(=O)c4ccccc4)cc3[nH]2)cc1,-3%,0%,33%
Cc1ccc(S(=O)(=O)n2c(N)nc3ccccc32)cc1,2%,2%,-7%
CCCC(C)c1nnc(NC(=O)C2CC(=O)N(CCc3ccc(F)cc3)C2)s1 (configuration not stated),2%,-3%,-17%
O=Cc1c(NC2CCCCC2)c2ccccc2[nH]c1=O,0%,0%,0%
C/C(=N\NC(=O)c1ccncc1)c1cccc(NC(=O)c2ccc(C(C)(C)C)cc2)c1,-4%,-2%,14%
Nc1nonc1-n1nnc(C(=O)N/N=C/c2ccncc2)c1-c1cccs1,-2%,4%,9%
Cc1ccc(OCCSc2nc3ccccc3n2CC(=O)O)cc1,13%,-4%,0%
Cc1ccc2c(c1)c1c(c(=O)n(-c3ccccc3)c(=O)n1CC(=O)NCC1CCCO1)n2C (configuration not stated),12%,-23%,7%
CCOc1ccc(C(=O)N2CCN(S(=O)(=O)c3cccs3)CC2)c(OCC)c1,0%,-6%,5%
COc1ccccc1CNC(=O)c1cc(C(=O)CC(C)C)c[nH]1,5%,-8%,12%
CC(C)CC(=O)Nc1ccnn1C1CCN(C(=O)c2ccccc2F)CC1,0%,-8%,12%
Cc1ccc(CNC(=O)CCS(=O)(=O)c2ccc3c(c2)NC(=O)CS3)cc1,-2%,-4%,8%
CC(C)[C@H](NC(=O)N1CCn2c1nc1ccccc12)C(=O)N[C@H](Cc1ccccc1)C(=O)O,4%,-2%,6%
O=C(c1ccncc1)N1CCN(S(=O)(=O)c2ccc(F)cc2)CC1,8%,-12%,-7%
Cc1cc(N(C)N)nc(NC(=O)NS(=O)(=O)c2ccccc2Cl)n1,0%,-5%,8%
COc1ccc(/C=C2\Sc3ccc(C(=O)NCCCN4CCCC4)cc3N(C)C2=O)cc1OC,-1%,-13%,23%
CCOc1ccc(N(CC(=O)N2CCCCCC2)S(=O)(=O)c2ccc(C)cc2)cc1,-3%,-3%,7%
COCCC(=O)N1CCC(Oc2ccc(C(=O)N(C)C(C)c3ccon3)cc2)CC1 (configuration not stated),0%,0%,4%
CCc1ccc(C(C(=O)NC2CCCC2)N(Cc2cccnc2)C(=O)c2csnn2)cc1 (configuration not stated),-2%,-8%,17%
CCOc1ccc(C(O)(c2ccccc2OC)C(CN2CCCC2)c2ccccc2)cc1 (configuration not stated),1%,-6%,7%
O=C(NCc1cccnc1)C1CC(c2ccc(Cl)c(Cl)c2)=NO1 (configuration not stated),4%,-2%,-1%
CN(C(=O)c1ccncc1)C1CCCN(Cc2ccccc2F)C1 (configuration not stated),6%,0%,-2%
CN(CCCC1CCCC1)C(=O)CC1C(=O)NCCN1Cc1ccc(F)cc1 (configuration not stated),2%,-6%,2%
O=C(CSc1nnnn1-c1ccccc1)N1CCNC1=O,2%,3%,-3%
COc1ccccc1OCc1ccc(C(=O)N2CCCCC2)o1,-2%,-6%,2%
O=C(NCCCC(NC(=O)OCc1ccccc1)C(=O)O)OCc1ccccc1 (configuration not stated),5%,-8%,2%
Cc1ccc2c(c1)N(CC(=O)N1CCOCC1)C(=O)CO2,0%,2%,2%
Cc1cccc(C(=O)N2CCCC(N3CCN(c4ccccc4)CC3)C2)n1 (configuration not stated),4%,-10%,6%
CC(C)(C)c1ccc(C(=O)NC(=S)N2CCOCC2)cc1,-6%,-12%,-28%
COC(=O)c1ccccc1NC(=O)CN1CCc2ccccc2C1,0%,-10%,-8%
COc1cccc(NC(=O)C2C3C=CC4(O3)C2C(=O)N(CCCN2CCCCC2)C4C(=O)NC2CCCCC2)c1 (configuration not stated),-5%,-4%,4%
Cc1ccc(OCCn2ccnc2)c(C)c1,-1%,-5%,-5%
COc1ccc(N2CC(C(=O)N[C@@H](CC(C)C)C(=O)NC3CCCC3)CC2=O)cc1 (some centres not stated),-7%,-12%,9%
C/C(=N\NC(=O)CNC(=O)c1cccs1)c1ccc(Cl)c(Cl)c1,8%,-8%,13%
O=C(O)c1cccnc1SCc1cccc(Br)c1,-2%,-4%,17%
O=C(Nc1ccc(CSc2ccccc2)cc1)c1ccco1,4%,-6%,6%

(further entries)
Molecule,SIAH1 antagonists,LYP phosphatase,AID2073
O=C(NCCN1CCOCC1)/C(=C/c1ccc(F)cc1)NC(=O)c1ccccc1,2%,-5%,-2%
O=C(NC(=S)Nc1ncccn1)c1ccc(F)cc1,-4%,-1%,-4%
COc1cc(/C=N/NC(=O)c2ccc(O)cc2)ccc1OCC(=O)Nc1cccc([N+](=O)[O-])c1,2%,-5%,11%
O=C(NCCCn1ccnc1)c1ccc(OCC(F)(F)F)cc1,1%,-7%,13%
COC(=O)c1ccc(NC(=S)NC(=O)c2cccnc2)cc1,0%,-8%,-6%
O=C(Oc1ccc(/C=N/NC(=O)c2ccccc2F)cc1)c1ccccc1,2%,-4%,24%
COc1ccc(N2CCN(S(=O)(=O)c3ccc(OC)c(C(=O)N4CCCCC4)c3)CC2)cc1,3%,1%,4%
CC(C)c1ccc(N(C(=O)c2ccco2)C(C(=O)NC2CCCC2)c2cccnc2)cc1 (configuration not stated),0%,-3%,-5%
CCOc1ccc(NC(=O)CC(Cc2ccc(Cl)cc2)C(=O)O)cc1 (configuration not stated),4%,-2%,12%
Cc1ccc(S(=O)(=O)NCCC(=O)N2CCN(c3cccc(Cl)c3)CC2)cc1C,-7%,-9%,0%

Compound profiles (already shown). Values in the order: SIAH1 antagonists, LYP phosphatase, AID2073
`O=C(O)c1cccnc1SCc1cccc(Br)c1` in the list: -2%, -4%, 17%
`Cc1cccc(C)c1N(CC(=O)NCc1ccccc1)C(=O)c1csnn1` in the list: -2%, -6%, 12%
`O=C(O)CCC(=O)Nc1ccc(-c2nc3ccc(C(=O)c4ccccc4)cc3[nH]2)cc1` in the list: -3%, 0%, 33%
`COc1ccc(/C=C2\Sc3ccc(C(=O)NCCCN4CCCC4)cc3N(C)C2=O)cc1OC` in the list: -1%, -13%, 23%
`Cc1ccc(OCCn2ccnc2)c(C)c1` in the list: -1%, -5%, -5%

Not a retest: two of the compounds above.
Molecule,SIAH1 antagonists,LYP phosphatase,AID2073
O=C(NCCN1CCOCC1)/C(=C/c1ccc(F)cc1)NC(=O)c1ccccc1,2%,-5%,-2%
O=C(NC(=S)Nc1ncccn1)c1ccc(F)cc1,-4%,-1%,-4%

The listing continues:
Molecule,SIAH1 antagonists,LYP phosphatase,AID2073
CCc1ccc(OCC(=O)Nc2ccc3[nH]ncc3c2)cc1,7%,-4%,16%
COc1ccc(CC(=O)c2ccc(OC3OC(CO)C(O)C(O)C3O)cc2O)cc1 (configuration not stated),6%,-6%,-2%
COCCNC(=S)Nc1ccc2nc(N3CCOCC3)cc(C)c2c1,3%,-4%,8%
CN(C)c1ncc(S(=O)(=O)c2ccccc2)c(=O)[nH]1,4%,2%,11%
O=C(CCNS(=O)(=O)c1cccs1)N1CCN(c2cccc(Cl)c2)CC1,11%,-7%,8%
CCOC(=O)Nc1ccc2c(c1)N(C(=O)CN(CC)CC)c1ccccc1CC2,-7%,-9%,9%
Cc1ccc(NC2CCCN(C(=O)c3ccoc3C)C2)cc1C (configuration not stated),10%,-8%,-7%
Cc1ccc(C)c(N(C(=O)CNC(=O)c2ccco2)C(C(=O)NC2CCCCC2)c2ccncc2)c1 (configuration not stated),0%,-3%,6%
O=C1c2cccnc2C(=O)N1Cc1ccc(S(=O)(=O)N2CCOc3ccc(Cl)cc32)cc1,8%,-5%,12%
COc1cccc(C(=O)NCc2ccco2)c1OC,-3%,-8%,1%
COc1ccccc1CN1CCCC(CNC(=O)c2cccc3ccccc23)C1 (configuration not stated),-3%,-8%,3%
CCN(Cc1cc(=O)oc2cc(C)ccc12)c1ccccc1,13%,-3%,3%
CCc1cc(-c2[nH]ncc2-c2ccc([N+](=O)[O-])cc2)c(O)cc1OC,-3%,-6%,8%
Cc1cccc(N2CCN(C(=O)CCCn3c(=O)[nH]c4ccsc4c3=O)CC2C)c1 (configuration not stated),3%,-6%,-5%
O=C(CN1CCN(CC(=O)Nc2ccccc2F)CC1)Nc1cccc(F)c1,8%,-6%,1%
COc1ccc(Br)cc1CNCC1CCCO1 (configuration not stated),1%,-5%,-1%
COc1cccc(-c2ccc(SCC(=O)NC3CCCC3)nn2)c1,12%,-6%,12%
Nc1ncc(-c2ccccc2)c(-c2ccc(O)cc2O)n1,-1%,6%,9%
NC(=O)C1CCN(Cc2cccc(OCc3ccccc3)c2)CC1,0%,-5%,8%
C/C(=N\NC(=O)c1ccoc1C)c1ccc(Br)s1,-1%,-2%,12%
CN1C(=O)Cc2cc(S(=O)(=O)N3CCN(c4ccc(Cl)cc4)CC3)ccc21,0%,-2%,9%
Cc1ccc(C)c(OCC(=O)NNC(=O)C2CC2)c1,4%,-3%,3%
COc1ccc(-c2csc(NC(=O)c3ccccc3F)c2C(=O)O)cc1,3%,4%,28%
COC(=O)c1ccc(CNC(=O)Cn2cnnn2)cc1,-3%,-8%,0%
CC(C)c1ccc(OCC(=O)NN2C(=O)c3ccccc3C2=O)c(Br)c1,0%,-5%,-7%
O=C(COc1cc2oc(=O)c3c(c2cc1Cl)CCC3)NCc1ccccn1,1%,-5%,35%
O=C(CN1C(=O)COc2ccc(Cl)cc21)Nc1ccc(N2CCOCC2)cc1,7%,-6%,3%
Cc1ccc(NC(=O)Nc2ccc3c(c2)OCO3)c(Br)c1,-6%,-6%,-3%
CC(C)Oc1ccc(CNC(=O)c2ccc3nc(N4CCOCC4)sc3c2)cc1,-3%,-9%,6%
CCOc1ccc(N(C(=O)c2ccc(S(=O)(=O)N3CCCC3)cc2)C2C=CS(=O)(=O)C2)cc1 (configuration not stated),4%,-8%,8%
COc1ccc(CCNC(=O)C2CC(=O)N(c3ccc(C)cc3)C2)cc1 (configuration not stated),0%,-10%,-2%
CCOc1ccc(S(=O)(=O)NCc2ccc3c(c2)OCO3)cc1NC(C)=O,-1%,-9%,17%
Cc1cccc(NC(=O)C2CCN(c3ncnc4c3nc3n4CCCCC3)CC2)n1,-11%,-14%,9%
CCC[C@H]1COCCS(=O)(=O)N1Cc1ccccc1,3%,-12%,11%
N/C(=N\O)c1cn(Cc2ccccc2Cl)c2ccccc12,3%,-8%,7%
CCOc1cccc(/C=N/NC(=O)c2cc(C3CC3)[nH]n2)c1O,-4%,-8%,-1%
CC(C)c1cc(=O)n2c(nc3ccccc32)[nH]1,3%,-10%,-4%
Cc1ccc(C)c(N(C(=O)c2csnn2)C(C(=O)NC2CCCC2)c2cccnc2)c1 (configuration not stated),4%,-6%,24%
Cc1ccc(OCCOCCN2CCN(C)CC2)c(C(C)(C)C)c1,-2%,-12%,9%
CCCCC(C(=O)NC1CCCC1)N(Cc1ccccc1)C(=O)c1snc(C(N)=O)c1N (configuration not stated),0%,5%,3%
COc1ccccc1/C=C/C(=O)NC(=S)N1CCOCC1,0%,-7%,-8%
CCN1C(=O)[C@H]2[C@@H](c3ccc(OC)cc3)N3C(=O)CN(CCOC)C(=O)[C@@]3(Cc3ccccc3)[C@H]2C1=O,5%,-10%,10%
